# ASAP1 inh – inhibitors of human ASAP1 ArfGAP activity. inhibition, % at 16.5 µM. 360,000 compounds, 0.19% hits. ASAP1-stimulated ARF1 GTP hydrolysis, GDP FP detection. Q9ULH1; in the data active = inhibition above about 25%;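 note: 0% = vehicle with enzyme and substrate and 100% = no enzyme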
# PLCb3 inh – inhibitors of human phospholipase C beta3; 370,000 compounds, 0.18% hits; Purified PLC-beta3, fluorogenic substrate, fluorescence; inhibition, % at 12.2 µM; in the data active = inhibition above about 11%;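 note: 0% = median of compound wells on plate and 100% = full blocker control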
# ARFGAP1 inhibitor – inhibits rat ARF GTPase activating protein 1; 360,000 compounds, 0.26% hits; AID 651572; Arfgap1-stimulated ARF1 GTP hydrolysis, GDP FP detection; Q62848; inhibition, % at 16.5 µM;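 active = inhibition above a per-plate limit, mean inhibition of low control wells plus 3 SD, cut at about 25% in these data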;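 note: 0% = DMSO wells with enzyme and 100% = wells lacking Arfgap1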
#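 Material: rat Arfgap1 catalytic domain, aa 1-136; also added: human ARF1(Δ1-17)-GTP substrate; compound dosing: one concentration, 16.5 µM, DMSO 1.26%; incubation: GTP hydrolysis reaction 2 h at 25 °C; measured by: Tracer-displacement fluorescence polarization with EDTA stop, 620/688 nm; evaluation: % inhibition from polarization; repeats: one replicate per compound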
# sPLA2-III inh – Blocks human group III sPLA2 activity. 370,000 compounds, 0.56% hits. QFRET BODIPY PC-A2 liposome hydrolysis, fluorescence. inhibition, % at 12.2 µM. Q9NZ20;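 active = inhibition above mean plus 3 SD of compounds lying within the high and low control bounds, cut at about 19% in these data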;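 note: 0% = median of test compound wells and 100% = no enzyme DMSO wells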
# Tn7 DDE FP – DD(E)-Tn7 binding inhibition, primary FP screen. inhibition, % at 8.3 µM. AID 720508. FP displacement of FITC-Tn7 peptide from fibrin DD(E); 0% = median of compound wells per plate. 370,000 compounds, 0.13% hits;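 active = inhibition above the mean of compounds falling within the control limits plus 3 SD of them, cut at about 14% in these data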;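 note: 0% = plate median of compound wells and 100% = 10 µM Aha-Tn7 peptide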
#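 assay system = human clot-derived fibrin DD(E) complex | quantity = Fibrin-DD(E) at 2 µM final | timing = 10 min preincubation, 3 h with tracer, room temperature | signal = fluorescence polarization | measure = percent inhibition | benchmarks = high control wells with 10 µM unlabelled Aha-Tn7 peptide (full inhibition) | replicates = singlicate testing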
# Tn6 DDE FP – inhibitors of Tn6 peptide binding to human fibrin DD(E) | inhibition, % at 8.3 µM | Fibrin DD(E) TRITC-Tn6 fluorescence polarization displacement | 370,000 compounds, 0.21% hits;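 active = inhibition above a per-campaign cutoff: mean of compounds within control limits plus 3 SD, cut at about 15% in these data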;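 note: 0% = median of all compound wells on the plate and 100% = blocking peptide control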
# NR1D1 modulator – modulates human Rev-erb alpha binding to DNA; P20393; Rev-erbα–FITC-DNA binding, fluorescence polarization, 90 min; activity, % at 10 µM; 370,000 compounds, 0.79% hits;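 active = activity above about 14%, limit read from the data; passing the limit was not always enough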;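 note: 0% = DMSO wells with 35 nM protein and 100% = DMSO wells with 750 nM protein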
# UHRF1 binding – blocks human UHRF1 binding to methylated DNA; Q96T88; UHRF1 binding to methylated oligo, TR-FRET; inhibition, % at 4.4 µM; 370,000 compounds, 0.75% hits; AID 687016; in the data active = inhibition above about 21%;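 note: UHRF1 SRA domain binding a hemimethylated CpG hairpin DNA probe; 0% = median of test compound wells and 100% = reference inhibitor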
# Target sequence (Q96T88 whole entry, looked up, the tested form may be a part): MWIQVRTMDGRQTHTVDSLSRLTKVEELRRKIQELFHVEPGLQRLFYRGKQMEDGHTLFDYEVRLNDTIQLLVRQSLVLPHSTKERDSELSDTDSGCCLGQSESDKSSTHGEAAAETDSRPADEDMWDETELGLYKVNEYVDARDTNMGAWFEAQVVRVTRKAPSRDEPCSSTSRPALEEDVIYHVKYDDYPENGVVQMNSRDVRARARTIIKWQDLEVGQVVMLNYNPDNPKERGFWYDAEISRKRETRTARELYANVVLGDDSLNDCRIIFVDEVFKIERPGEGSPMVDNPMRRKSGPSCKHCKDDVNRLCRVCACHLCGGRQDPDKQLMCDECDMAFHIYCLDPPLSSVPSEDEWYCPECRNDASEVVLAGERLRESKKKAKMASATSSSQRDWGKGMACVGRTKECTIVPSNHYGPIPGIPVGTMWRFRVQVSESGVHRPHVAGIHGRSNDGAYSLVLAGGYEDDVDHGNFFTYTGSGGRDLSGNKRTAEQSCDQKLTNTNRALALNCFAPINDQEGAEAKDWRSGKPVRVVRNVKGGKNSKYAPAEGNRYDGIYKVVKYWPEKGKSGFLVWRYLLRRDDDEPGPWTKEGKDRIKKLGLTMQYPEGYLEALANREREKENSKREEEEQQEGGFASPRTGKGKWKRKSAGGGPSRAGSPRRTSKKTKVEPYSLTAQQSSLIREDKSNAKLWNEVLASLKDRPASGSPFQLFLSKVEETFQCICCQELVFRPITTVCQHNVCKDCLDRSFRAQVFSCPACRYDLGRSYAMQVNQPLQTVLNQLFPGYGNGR
# proKLK7 act – proKLK7 (human) activation, primary screen | activation, % at 7 µM | purified proKLK7, EDANS-DABCYL substrate fluorescence; 100% is mature enzyme control, 0% vehicle | AID 652039 | 370,000 compounds, 0.9% hits;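 active = activation above the mean of all tested compounds plus 3 SD, computed per campaign excluding outliers beyond control limits, cut at about 13% in these data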
# Target sequence (P49862 whole entry, looked up): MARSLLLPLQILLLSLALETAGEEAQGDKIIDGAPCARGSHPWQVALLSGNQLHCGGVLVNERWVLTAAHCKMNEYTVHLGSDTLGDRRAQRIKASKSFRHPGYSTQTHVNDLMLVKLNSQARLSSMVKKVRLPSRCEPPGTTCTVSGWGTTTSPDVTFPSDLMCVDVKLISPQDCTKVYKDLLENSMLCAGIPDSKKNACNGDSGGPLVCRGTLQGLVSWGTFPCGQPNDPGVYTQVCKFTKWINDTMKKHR
# PLC-gamma1 inh – PLC-gamma1 (human) inhibition, primary screen; P19174; purified PLC-gamma1, fluorogenic substrate, fluorescence; inhibition, % at 12.2 µM; 370,000 compounds, 0.84% hits; AID 720700; in the data active = inhibition above about 9.5%
# * = called active by the depositor; i = inactive.
SMILES,ASAP1 inh,PLCb3 inh,ARFGAP1 inhibitor,sPLA2-III inh,Tn7 DDE FP,Tn6 DDE FP,NR1D1 modulator,UHRF1 binding,proKLK7 act,PLC-gamma1 inh
COCCCNC(=O)c1ccc2nc([C@@H]3O[C@H](CO)[C@H](O)[C@H](O)[C@H]3O)[nH]c2c1,8,3,-6,10,-1,0,-2,2,-0.2,3
O=C(OCC(=O)N1CCN(c2ccccc2)CC1)c1ccc(Cl)nc1,-7,0,-5,7,0,-1,1,-2,0.4,0
COc1cccc(-c2cnc(C(O)c3ccc(OC)c(F)c3)[nH]2)c1 (centres undefined),-15,-2,3,7,-7,-3,0,1,0.3,0
N#CCCCSc1nnnn1-c1cccc(Cl)c1,0,-4,3,-5,3,7,1,-1,0.4,-4
COc1ccc(CC(=O)Nc2nncs2)cc1OC,-16,1,-3,-4,-3,-4,0,-3,0.9,0
COc1ccc(CP(=O)(c2ccccc2)c2ccccc2)cc1,12,-4,-12,-2,-5,2,0,1,0.0,-1
COc1ccc([C@@H]2CC(=O)[C@@H]3CN(S(=O)(=O)c4ccc(C)cc4)[C@H](c4ccccc4)C[C@@H]3N2S(=O)(=O)c2ccccc2)cc1,2,0,2,-7,3,-1,-8,-1,-0.4,-1
COc1ccc(CN(C)C(=O)c2ccc3c(=O)n4c(nc3c2)CCC4)cc1,-1,-8,3,5,-2,1,5,2,1.4,1
CCOC(=O)c1ccccc1OCc1cc(/C=N/n2cncn2)ccc1OC,0,2,5,-5,2,4,0,4,0.1,5
CC[n+]1c(C)sc2c(C)cc(C)cc21,0,3,4,0,0,-2,-1,-2,-0.8,0
Nc1c(C(=O)NC2CCCC2)sc2nc(-c3cccs3)ccc12,-5,i,5,4,-8,-5,1,1,-0.5,-463
COC(=O)c1cc(NC(=O)c2cccnc2)cc(C(=O)OC)c1,-6,-2,2,2,6,8,-7,-1,0.4,-1
Cc1ccn2cc(C(=O)Nc3nnc(C)s3)nc2c1,-2,-27,-2,0,-4,3,2,-1,0.1,-18
Nc1[nH]c(C(=O)c2ccccc2)c(-c2ccccc2C(F)(F)F)c1C(=O)NCCc1c[nH]c2ccccc12,3,-28,25*,-37,-14,-1,-1,0,-0.7,-21
CC(NC(=O)COC(=O)CNC(=O)c1ccc(-c2ccccc2)cc1)c1ccccc1 (centres undefined),-4,-2,1,-21,4,-13,0,1,-0.4,1
CCN(CC)S(=O)(=O)c1nnc(NC(=O)c2ccco2)s1,-7,-21,2,-3,1,4,-4,0,-0.2,-19
COc1cn(-c2ccccc2)nc1C(=O)NCc1ccccc1,-4,-6,3,-2,-2,3,-1,0,-1.3,0
CC1CC(C)CN(c2ncnc3c2cnn3-c2ccc(Cl)cc2)C1 (centres undefined),3,2,-15,8,0,5,3,2,-0.4,-3
O=C(CSc1ccc(-c2ccccn2)nn1)Nc1cccc(F)c1,0,-7,0,-2,1,0,-5,-2,0.3,1
C=CCn1c(=O)c(C(=O)NCc2ccccc2Cl)c(O)c2ccccc21,-7,-4,-4,1,-1,7,5,2,-0.5,0
CCN1CCN(C(=O)c2ccc(-c3nc4ccccc4s3)s2)CC1,-15,-63,-1,-6,4,5,-3,-3,3.2,-49
Clc1nnc(N2CCCCC2)c2ccccc12,21,-8,-1,6,-6,11,5,3,0.1,-3
CCCCCCCCn1c2c(c(=N)c3c1CCC3)CCCC2,-4,1,2,1,-5,0,5,-4,-1.0,8
COCOCCn1cc(CN2CCS(=O)(=O)N(Cc3ccc(-c4ccc(OC)nc4)cc3)C(C(C)C)C2=O)nn1 (centres undefined),14,0,-4,2,3,1,-8,-1,0.3,0
CCCCN(CC)C(=O)CSc1cc(=O)n(C)c2ccccc12,19,2,5,3,-1,-7,1,-1,0.4,-1
C=CC1=CCN(S(=O)(=O)C(C)(C)C)[C@@H]1CCO,-14,0,2,1,-7,-5,-3,-2,1.0,2
COC(=O)c1cc2sccc2n1CC(=O)N1CCCc2ccccc21,-6,-1,2,-2,8,-2,-1,3,0.3,-3
COc1cc(Cl)c(C)cc1NC(=O)CC1SC(N2CCOCC2)=NC1=O (centres undefined),10,-5,-5,1,-5,3,-4,-2,-0.1,-1
O=C1c2ccccc2C(c2nnnn2C2CCCCC2)N1CCc1ccc(O)cc1 (centres undefined),5,3,-4,-22,7,4,1,0,0.8,-1
COc1cc(OC)c(OC)cc1CN1CCN(S(=O)(=O)c2ccc(NC(C)=O)cc2)CC1,2,3,-10,-7,0,-6,-5,-4,-0.5,0
COc1ccc(NC(=O)CN2C(=O)COc3ccccc32)cc1OC,-2,3,13,-5,4,3,0,-2,0.2,0
C=C(C)C1CC=C(C)/C(=N\NC(=O)CCC(=O)Nc2ccc(C)c(C)c2)C1 (centres undefined),-18,-8,-1,1,4,5,1,-2,1.0,0
CCOC(=O)C1CCCN(C2=C(NS(=O)(=O)c3ccc(Br)cc3)C(=O)c3ccccc3C2=O)C1 (centres undefined),-1,-28,10,10,2,-9,1,-2,0.5,-15
CNc1ncc(C(=O)c2ccc(Br)cc2)s1,-13,-5,-12,-1,5,1,-3,-1,0.0,-4
Cc1ccc(C(=O)Nc2nc(-c3ccccn3)cs2)s1,7,-31,-1,7,0,-8,2,-2,-0.2,-16
CN(Cc1ccon1)C(=O)CC1C(=O)NCCN1Cc1ccccc1C(F)(F)F (centres undefined),-13,-24,-5,-1,-5,6,7,0,0.5,-11
COc1ccc(-c2ccc(Nc3ccc(S(=O)(=O)N4CCCC4)cc3)nn2)cc1OC,-12,-48,-11,27*,7,-5,2,1,-0.6,-29
C=CCN(C(=O)c1csnn1)C(C(=O)NCc1ccc(F)cc1)c1cccs1 (centres undefined),-22,-2,-5,-1,-7,-3,-4,1,0.0,4
CCN(CC)S(=O)(=O)c1ccc(S(=O)(=O)N(CC(=O)Nc2ccccc2)CC2CCCO2)cc1 (centres undefined),-10,4,-6,-11,-8,-7,-2,-2,-0.1,3
NNC(=O)CN1C(=O)C2(OCCO2)c2ccccc21,-2,-19,-20,-7,6,-1,-3,0,-0.1,-16
Cc1ccccc1OCc1nc(-c2ccc(NC(=O)c3ccco3)cc2)no1,2,-10,14,-9,-7,-5,8,2,-3.6,-4
COc1cccc(/C=C2\CC(C)Cc3c2nc2ccccc2c3C(=O)O)c1OC (centres undefined),6,-31,-6,-11,4,0,7,-5,0.8,-21
O=C(NCCO)c1nc2ccccc2s1,8,7,-2,7,-7,3,-3,-1,0.5,3
Cc1ccc(NNS(=O)(=O)c2ccc(C)cc2)cc1,-5,2,-7,11,-4,1,5,1,-0.1,-1
Cc1cc(-c2ccco2)n(CC(=O)NCCCc2ccccc2)n1,0,-11,8,-1,-5,-5,0,5,-0.5,-1
O=C(NNC(=O)c1ccc([N+](=O)[O-])cc1)c1ccc(NS(=O)(=O)c2cccs2)cc1,1,0,2,8,0,2,1,1,0.4,2
Cc1oc(-c2ccccc2F)nc1CS(=O)CC(=O)NC1CC1 (centres undefined),6,-2,8,-2,0,3,2,0,0.5,0
COc1ccc(S(=O)(=O)O/N=C2\CCCc3ccccc32)cc1,-15,4,5,0,-1,0,3,0,-0.6,2

# A few values from the entries so far.
# NR1D1 modulator with Cc1ccccc1OCc1nc(-c2ccc(NC(=O)c3ccco3)cc2)no1 is entered as 8
# ASAP1 inh with C=CCN(C(=O)c1csnn1)C(C(=O)NCc1ccc(F)cc1)c1cccs1 (centres undefined) is entered as -22

# A second format for some results above:
Structure: C=CCN(C(=O)c1csnn1)C(C(=O)NCc1ccc(F)cc1)c1cccs1 (centres undefined)
  ASAP1 inh: -22
  PLCb3 inh: -2
  ARFGAP1 inhibitor: -5
  sPLA2-III inh: -1
  Tn7 DDE FP: -7
  Tn6 DDE FP: -3
  NR1D1 modulator: -4
  UHRF1 binding: 1
  proKLK7 act: 0.0
  PLC-gamma1 inh: 4

Structure: CCN(CC)S(=O)(=O)c1ccc(S(=O)(=O)N(CC(=O)Nc2ccccc2)CC2CCCO2)cc1 (centres undefined)
  ASAP1 inh: -10
  PLCb3 inh: 4
  ARFGAP1 inhibitor: -6
  sPLA2-III inh: -11
  Tn7 DDE FP: -8
  Tn6 DDE FP: -7
  NR1D1 modulator: -2
  UHRF1 binding: -2
  proKLK7 act: -0.1
  PLC-gamma1 inh: 3

Structure: NNC(=O)CN1C(=O)C2(OCCO2)c2ccccc21
  ASAP1 inh: -2
  PLCb3 inh: -19
  ARFGAP1 inhibitor: -20
  sPLA2-III inh: -7
  Tn7 DDE FP: 6
  Tn6 DDE FP: -1
  NR1D1 modulator: -3
  UHRF1 binding: 0
  proKLK7 act: -0.1
  PLC-gamma1 inh: -16

Structure: Cc1ccccc1OCc1nc(-c2ccc(NC(=O)c3ccco3)cc2)no1
  ASAP1 inh: 2
  PLCb3 inh: -10
  ARFGAP1 inhibitor: 14
  sPLA2-III inh: -9
  Tn7 DDE FP: -7
  Tn6 DDE FP: -5
  NR1D1 modulator: 8
  UHRF1 binding: 2
  proKLK7 act: -3.6
  PLC-gamma1 inh: -4

# Further structures follow.
SMILES,ASAP1 inh,PLCb3 inh,ARFGAP1 inhibitor,sPLA2-III inh,Tn7 DDE FP,Tn6 DDE FP,NR1D1 modulator,UHRF1 binding,proKLK7 act,PLC-gamma1 inh
COc1cc(CCC(=O)Nc2ccc(C)c(S(=O)(=O)N3CCCCCC3)c2)cc(OC)c1OC,-1,-3,7,-24,3,-3,6,-1,0.3,-2
COc1ccc(C(C)(NC(C)=O)c2nc(-c3ccc(S(C)(=O)=O)cc3)cs2)cc1 (centres undefined),6,-1,5,2,6,4,-2,9,-0.1,0
O=C(Cc1cccc2ccccc12)Nc1ccccc1C(=O)O,-14,-18,7,-20,-2,-8,6,6,0.1,-6
CCn1c2ccccc2c2nn(C)c(=N)nc21,1,6,13,7,7,-3,5,-6,0.0,0
COc1ccccc1NC(=O)/C=C\c1ccco1,7,-13,1,-2,0,2,0,0,0.0,-2
CN1CCN(c2ccccc2NC(=S)NC(=O)c2cc3ccccc3o2)CC1,9,-7,0,3,9,1,1,1,-0.6,-2

# Outcome played no part in choosing rows. About 4.5% of those tested had a hit in this group.
